Screens (PubChem BioAssay)
Rpn11 block – inhibitors of human proteasome Rpn11. calls only at 20 µM. 360,000 compounds, 0.59% hits. AID 588493. human 26S proteasome, Ub4-pepOG fluorescence polarization; 20S core pre-blocked with epoxomicin;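 active = inhibition at 20 µM, scaled to each plate's controls, above about 33%, limit read from the data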
Target sequence (O00487 whole entry, looked up): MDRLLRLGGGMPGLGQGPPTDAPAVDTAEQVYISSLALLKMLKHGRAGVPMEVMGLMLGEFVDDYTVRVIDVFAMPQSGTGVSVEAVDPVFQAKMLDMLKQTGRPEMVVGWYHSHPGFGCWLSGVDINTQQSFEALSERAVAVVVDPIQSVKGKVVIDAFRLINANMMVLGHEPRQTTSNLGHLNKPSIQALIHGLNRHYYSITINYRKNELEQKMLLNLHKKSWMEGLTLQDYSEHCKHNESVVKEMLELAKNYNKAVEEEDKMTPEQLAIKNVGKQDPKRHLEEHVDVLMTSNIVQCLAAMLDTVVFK
NRP1-CendR mod – NRP-1/CendR interaction modulation | AID 602438 | O14786 | FAM-RPARPAR peptide binding to NRP-1, fluorescence polarization | inhibition, % at 25 µM | 360,000 compounds, 0.85% hits;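 active = inhibition or corrected inhibition above about 18%, plus a signal ratio from 0.5 to 1.5, limit read from the data, passing the limit was not always enough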; also: strong numbers were not always called active
Scp1 inh – Scp-1 (human) phosphatase inhibition; Recombinant Scp1, phosphopeptide, malachite green phosphate absorbance; inhibition, % at 20 µM; 340,000 compounds, 0.88% hits; AID 493091;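 active = inhibition above about 50% at 20 µM, limit read from the data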;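 also: plate controls were DMSO wells with enzyme for no effect and wells lacking enzyme for full effect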
Target sequence (Q9GZU7 76-261 limits assumed): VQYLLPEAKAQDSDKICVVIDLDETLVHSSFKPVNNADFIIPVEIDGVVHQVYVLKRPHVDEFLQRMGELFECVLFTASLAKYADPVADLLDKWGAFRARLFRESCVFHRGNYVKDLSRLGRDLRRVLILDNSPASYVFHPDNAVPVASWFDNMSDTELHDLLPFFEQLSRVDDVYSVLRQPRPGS
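Incubation: 45 min enzyme reaction at room temperature / System: truncated SCP-1 phosphatase (76-261aa) / Reagent: Phospho 17-mer peptide substrate / Buffer or medium: Acidic Tris acetate buffer with magnesium and detergent / Signal: absorbance at 630 nm / Doses: one concentration, 20 µM, with 1.0% DMSO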
SKN-1 block – blocks SKN-1 activity in C. elegans; C. elegans VP596 Pgst-4::GFP/RFP ratio, acrylamide-induced, 24 h; inhibition, % at 21.8 µM; 360,000 compounds, 0.49% hits;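 active = interference check ratio from 0.5 to 1.5 plus GFP to RFP signal ratio inhibition reaching or exceeding a fixed threshold, cut at about 30% in these data, passing the limit was not always enough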; also: some compounds called inactive have numbers as strong as hits
DNMT1 inh – DNMT1 (human) enzyme inhibition; P26358; DNMT1 molecular beacon, Hinp1I cleavage, fluorescence; inhibition (reported as % activation of signal), % at 10 µM; 360,000 compounds, 0.83% hits; AID 588458; in the data active = inhibition above about 50%
MT1-MMP act inh – MT1-MMP (human) activation inhibition; P50281; HT1080 RFP-PRO-GFP cells, GFP/RFP ratio fluorescence, overnight; percent of plate control window, DMSO zero; GFP/RFP ratio change, % at 20 µM; 360,000 compounds, 0.061% hits; AID 651647;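 active = GFP/RFP ratio change of at least 30% with cell ATP level not reduced by more than half and red fluorescence within 50% of control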; also: strong numbers were not always called active
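Read-out: GFP/RFP fluorescence ratio; Test system: RFP-PRO-GFP reporter HT1080 cells; Compound dosing: single-point 20 µM compound, 1% DMSO; Times: overnight compound exposure at 37 °C.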
SUMO1-SIM PPI – SUMO1-SIM interaction modulation; inhibition, % at 20 µM; AID 602429; SUMO1 binding to a labelled peptide, TR-FRET, 1 h; P63165; 360,000 compounds, 0.33% hits; in the data active = inhibition above about 37%
Target sequence (P63165 whole entry, looked up): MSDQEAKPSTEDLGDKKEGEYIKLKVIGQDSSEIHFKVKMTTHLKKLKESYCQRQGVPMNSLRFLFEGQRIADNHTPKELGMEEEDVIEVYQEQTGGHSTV
NadD inh – inhibitors of Staphylococcus aureus NadD. purified NadD enzyme, colorimetric absorbance read-out. inhibition, % at 20 µM. 360,000 compounds, 0.78% hits. AID 602399; in the data active = inhibition above about 26%; also: some compounds past the cut are filed as inactive
LMPTP block – blocks human LMPTP phosphatase. recombinant LMPTP-A, OMFP fluorogenic substrate, fluorescence intensity. 360,000 compounds, 0.22% hits. inhibition, % at 20 µM. P24666. AID 651560;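 active = compounds that cut the enzyme signal by at least half of the control window in the single-dose screen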;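 also: plate controls were DMSO wells with enzyme plus substrate for no effect and substrate without enzyme for full effect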
Target sequence (P24666 whole entry, looked up): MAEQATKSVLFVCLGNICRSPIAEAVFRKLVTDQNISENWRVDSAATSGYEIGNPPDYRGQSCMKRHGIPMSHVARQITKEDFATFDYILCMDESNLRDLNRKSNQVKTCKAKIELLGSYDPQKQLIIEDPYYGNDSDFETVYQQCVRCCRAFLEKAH
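material = LMPTP-A | quantity = 0.625 nM enzyme | reagent = OMFP substrate, 400 µM final | buffer or medium = Bis-Tris pH 6.0, DTT, detergent | detection = endpoint fluorescence intensity from OMFP dephosphorylation | dosing = single 20 µM dose | read-out basis = % inhibition relative to no-enzyme and uninhibited control wells | control set = no-enzyme and uninhibited controls | timing = 50 min at room temperature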
STEP inh – blocks human striatal-enriched tyrosine phosphatase | recombinant STEP, OMFP fluorogenic substrate, fluorescence | inhibition, % at 20 µM | 360,000 compounds, 0.25% hits | AID 588621;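 active = inhibition at 20 µM, scaled per plate between control wells, above about 37%, limit read from the data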;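 also: 0% = DMSO with enzyme and substrate and 100% = substrate only without enzyme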
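System: STEP (striatal-enriched tyrosine phosphatase) enzyme, cell-free; medium: Bis-Tris pH 6.0 buffer with DTT, detergent; dosing: 20 µM, 1% DMSO; times: reaction 20 min, ambient temperature; detection: fluorescence, 480/540 nm; read-out basis: normalized % inhibition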
Active calls of the source: *; i = inactive; x = no result given; + = active, no number; & = joins results of further samples; ! = not confirmed by another sample.

SMILES	Rpn11 block	NRP1-CendR mod	Scp1 inh	SKN-1 block	DNMT1 inh	MT1-MMP act inh	SUMO1-SIM PPI	NadD inh	LMPTP block	STEP inh
Cc1sc2ncnc(Sc3nnnn3-c3ccc(Cl)cc3)c2c1C	i	-8	-1	2	24	-11	-5	2	0.8	0
Cc1cccc(NC(=O)CN2CCN(C(=O)C3CCC3)CC2)c1C	i	8	-5	-6	0	3	2	-6	-0.8	3
NC(=O)C1CCC(NC(=O)OCc2ccccc2)CC1 (configuration not stated)	i	-12	-10	-18	2	0	0	-4	-1.7	6
CCC1CCCCN1S(=O)(=O)c1ccc(NC(=O)c2snnc2C)cc1 (configuration not stated)	i	-3	-1	-4	-1	0	1	-9	-0.4	-1
Cc1ccc(CS(=O)Cc2ccc(C(=O)NCC(C)c3ccccc3)o2)cc1 (configuration not stated)	i	15	-9	8	-2	6	5	-8	-1.1	2
COc1ccc(CNC(=O)C2CCCN(c3ncnc4c3nc3n4CCCCC3)C2)cc1 (configuration not stated)	i	0	-4	5	2	-2	4	1	1.5	-2
Cc1cc(Cl)c(OCCn2ccnc2)c(Br)c1	i	-7	-10	0	1	3	3	9	6.2	-1
Cn1c(=O)c2c(SCC(=O)Nc3nccs3)nc(C3CC3)nc2n(C)c1=O	i	-3	-9	5	1	-1	-1	-3	0.4	-1
N#C/C(=C\c1ccccc1C(F)(F)F)C(=O)Nc1ccccc1	i	-4	-7	5	-4	-7	1	11	0.3	0
O=C(/C=C/NCc1cccnc1)c1ccc(Br)cc1	i	23	-1	-2	2	2	-10	-4	-1.1	-2
CCCn1nc(C(=O)NCC(C)(C)N2CCOCC2)c2ccccc2c1=O	i	8	-6	6	2	0	-1	-1	-1.2	1
CC(C)(C)NS(=O)(=O)c1ccc(NC(=O)C2CC(=O)N(CCc3ccc(F)cc3)C2)cc1 (configuration not stated)	i	4	-4	-5	-12	0	2	4	-0.6	1
CCOc1cccc2sc(N(CCN(CC)CC)C(=O)c3ccc(S(=O)(=O)N4CCCC4)cc3)nc12	i	-5	6	-1	0	1	4	2	-1.2	-1
O=C(OCC(=O)N1CCOCC1)C(c1ccccc1)c1ccccc1	i	-14	-4	-10	2	-1	1	3	0.5	-2
O=C(COC(=O)c1ccc2c(c1[N+](=O)[O-])C(=O)c1ccccc1C2=O)NC1CC1	i	6	-6	49	5	34	5	-2	1.1	7

In the list so far, these contain an aryl thioether with sulfur outside any ring.
SMILES	Rpn11 block	NRP1-CendR mod	Scp1 inh	SKN-1 block	DNMT1 inh	MT1-MMP act inh	SUMO1-SIM PPI	NadD inh	LMPTP block	STEP inh
Cc1sc2ncnc(Sc3nnnn3-c3ccc(Cl)cc3)c2c1C	i	-8	-1	2	24	-11	-5	2	0.8	0
Cn1c(=O)c2c(SCC(=O)Nc3nccs3)nc(C3CC3)nc2n(C)c1=O	i	-3	-9	5	1	-1	-1	-3	0.4	-1

New compounds follow:
SMILES	Rpn11 block	NRP1-CendR mod	Scp1 inh	SKN-1 block	DNMT1 inh	MT1-MMP act inh	SUMO1-SIM PPI	NadD inh	LMPTP block	STEP inh
Oc1nc(Nc2ccccc2)sc1/C=C1\C=Nc2ccccc21	i	-18	0	9	-19	-11	-8	1	2.5	-1
Cc1ccc2c([N+](=O)[O-])cccc2n1	i	-1	2	-3	5	-3	-29	-2	-1.8	-2
O=C(c1c(Cl)nc2sccn12)N(C(=O)c1c(Cl)nc2sccn12)c1ccc(Cl)cn1	i	-1	-12	-12	0	-6	-2	2	-0.4	-3
Cc1c(N=C/C=C2/N(C)c3ccccc3C2(C)C)c(=O)n(-c2ccccc2)n1C	+!	-4&-57	0&4	39*!	-2&-3	0&-7	-13&-11	-3&1	-1.4&0.2	-1&4
CC(=O)N1CCOc2ccc(S(=O)(=O)NCCc3ccc(Cl)cc3)cc21	i	0	5	4	1	2	-2	-6	0.3	-3
Cn1nc(-c2ccc(N3CCCCC3)c(NC(=O)c3ccco3)c2)c2ccccc2c1=O	i	-2	-4	8	-15	-11	-1	0	7.9	2
COc1ccccc1P(=O)(c1ccccc1)c1ccc([N+](=O)[O-])cc1 (configuration not stated)	i	9	-9	11	-1	-1	-12	-2	0.1	1
CCOC(=O)CSc1nnc(Cc2ccccc2)n1-c1ccc(C)cc1	i	8	0	2	4	-2	0	3	-1.0	3
COc1ccc(NC(=O)Cn2cnc3sc(C)c(S(=O)(=O)N4CCOCC4)c3c2=O)c(OC)c1	i	18	11	-10	2	0	3	1	-0.8	-2
CCCCNC(=O)CC1C(=O)N(Cc2ccccc2)C(C)c2nc3ccccc3n21 (configuration not stated)	i	5	-3	5	4	3	-4	-2	-2.6	7
COCCCN1C(=O)C(CC(=O)NC(c2ccccc2)c2ccccc2)CC(C(=O)N(C)C)=C1C (configuration not stated)	i	13	x	15	4	-2	7	7	-0.4	-2
COc1ccc(CCNC(=O)C(=O)NCC2CCCN2S(=O)(=O)c2cccs2)cc1OC (configuration not stated)	i	0	-12	6	-2	-1	6	1	1.0	1
Cc1noc(C)c1COc1ccc(C(=O)N2CCN(S(=O)(=O)c3ccc(F)cc3)CC2)cc1	i	2	-9	6	0	-4	-1	0	-0.4	-2
O=C(O)c1cc(NC(=O)c2ccccc2F)cc(NC(=O)c2ccccc2F)c1	i	1	0	0	3	0	7	-7	-1.6	-2
CC(=O)Nc1ccc(NC(=O)C2(C)CC2(Cl)Cl)cc1 (configuration not stated)	i	2	-3	-1	1	0	-1	-1	-0.5	3
Cc1cccc(NC(=O)CCc2ccc(C)o2)c1	i	-2	-6	22	-10	-3	-1	2	-1.3	2
CCCCc1nc(SCC(=O)Nc2nnc(CCCC)s2)n[nH]1	i	0	-8	6	-1	2	2	-8	-2.1	0
O=C(NCC1CCCN1S(=O)(=O)c1cccs1)c1cccc(F)c1 (configuration not stated)	i	1	-4	13	0	-3	0	6	1.4	-2
O=C(C1CCCCN1S(=O)(=O)c1ccccc1[N+](=O)[O-])N1CCCC1 (configuration not stated)	i	-3	8	-11	7	x	0	0	0.6	-3
O=C(COC(=O)c1ccc(N2CCCC2=O)cc1)c1ccc(OC(F)F)cc1	i	15	-12	14	0	2	-3	-7	-1.0	-3
COc1ccc(N=C2SC(CC(=O)Nc3ccc(OC)cc3OC)C(=O)N2C)cc1 (configuration not stated)	i	2	4	4	2	2	3	1	-0.3	0
C=C(C)CSc1cc(C)nc2c(-c3ccccc3)c(C)nn12	i	-14	-8	-4	-1	8	1	3	1.6	2
CCC(=O)/C=C1/Sc2ccc(OC)cc2N1CCO	i	1	-10	2	0	1	0	-5	-0.2	0
COc1ccc(Cl)cc1Nc1nc(C)nc2c1nnn2Cc1ccccc1	i	3	-5	10	0	2	6	-1	3.7	1
Cc1cc(C(=O)Nc2cccc([N+](=O)[O-])c2C)cs1	i	18	1	4	2	0	-4	-8	0.4	-3
O=C(Nc1cccc(F)c1)C1CCN(C(=O)c2ccccc2Cl)CC1	i	-4	-5	-1	-3	4	3	-6	-1.0	1
C(=N\Nc1nncn1/N=C/c1ccco1)/c1ccco1	i	6	-4	-6	-2	2	-17	-1	-0.1	0
O=C1C=C(c2ccc(-c3ccccc3)c(F)c2)C[C@@H](c2ccc(Cl)cc2)C1	i	4	-5	1	7	4	1	0	2.6	3
CCN1C(=O)C(=O)N(CC(=O)N(C)CC(=O)Nc2ccccc2Cl)C1=O	i	-6	-1	-5	0	-4	-2	-5	-1.1	-1
C=CCc1cccc2cc(C(=O)NCc3ccc(C(=O)OCC)o3)c(=O)oc12	i	7	24	-5	6	4	-20	13	1.0	1

Entries listed so far containing bromine (two):
SMILES	Rpn11 block	NRP1-CendR mod	Scp1 inh	SKN-1 block	DNMT1 inh	MT1-MMP act inh	SUMO1-SIM PPI	NadD inh	LMPTP block	STEP inh
Cc1cc(Cl)c(OCCn2ccnc2)c(Br)c1	i	-7	-10	0	1	3	3	9	6.2	-1
O=C(/C=C/NCc1cccnc1)c1ccc(Br)cc1	i	23	-1	-2	2	2	-10	-4	-1.1	-2

(cont.)
SMILES	Rpn11 block	NRP1-CendR mod	Scp1 inh	SKN-1 block	DNMT1 inh	MT1-MMP act inh	SUMO1-SIM PPI	NadD inh	LMPTP block	STEP inh
CCN1CCN(C(=S)c2ccc(O)cc2)CC1	i	-6	2	-3	0	-3	5	0	-0.1	88*
CCc1ccc(NC(=O)CCS(=O)(=O)c2ccc(Br)cc2)cc1	i	1	24	6	23	-1	2	-9	0.2	7
CCN1CCN(C(c2ccccc2)c2nnnn2Cc2ccc(OC)cc2)CC1 (configuration not stated)	i	11	2	-3	-1	-2	-2	4	-1.6	-2
Nc1o[nH]c(=O)c1C1CCCCC1	i	10	6	2	1	-2	-2	0	0.1	1
Nc1ccc(Oc2ccc(Cl)cc2)cc1	i	2	-1	7	-1	-10	-9	-4	-2.1	-4
CCCCC(=O)Nc1ccccc1CC	i	-11	9	3	2	1	-5	-6	-1.1	-2
Cc1ccc(-c2nc(CS(=O)(=O)CC(=O)NCCN3CCOCC3)c(C)o2)cc1	i	-1	-8	15	1	-1	0	-1	-0.4	0
CSCCC(NS(=O)(=O)c1ccc2c(c1)oc(=O)n2C)C(=O)NC1CCC(C)CC1 (configuration not stated)	i	-2	-22	-7	-2	-3	8	-3	-1.1	0
NC(=O)/C=C\c1cn(-c2ccccc2)nc1-c1ccc2c(c1)OCCO2	i	-1	-7	0	-15	1	-10	-8	0.9	2
CCC(C)NC(=O)Cc1c(C)c2cc3c(cc2oc1=O)OC(C)(C)CC3 (configuration not stated)	i	10	-9	27	1	4	6	-4	0.0	0
CC(=O)NCCNc1nc(NC(C)C)nc2cc(-c3ccccc3)sc12	i	-10	x	-4	-6	7	-9	0	6.7	4
CC1CCN(C(=O)c2[nH]cnc2C(=O)N[C@@H](C)C(=O)OCc2ccccc2)CC1	i	10	9	-3	3	0	-1	-3	-0.8	2
CC(C)[C@H](NC(=O)c1cccc(S(=O)(=O)N2CCCC2)c1)c1nc2ccccc2[nH]1	i	-3	-13	-10	3	4	-1	2	-2.1	-7
COc1cc(OC)cc(C(=O)N2CCC3(CC2)NCCc2[nH]cnc23)c1	i	11	-6	-1	3	4	1	4	-1.0	1
Cc1cc(NC(=O)c2cccc(S(=O)(=O)N(C)C)c2)n(-c2ccccn2)n1	+	6	0	-4	-3	13	9	-9	0.3	3
CC1S/C(=N/N=C/c2ccco2)N(Cc2ccccc2)C1=O (configuration not stated)	i	-12	-16	6	-3	-6	-13	-4	0.5	0
COc1ccccc1/C=C1\CCCC2=C1Nc1nnnn1C2c1ccccc1OC (configuration not stated)	i	2	-11	5	0	-44	-3	19	2.7	2
CN(Cc1ccccc1Cl)C(=O)C1CC(=O)N(c2ccc3c(c2)OCCO3)C1 (configuration not stated)	i	-7	2	1	0	2	1	-5	-0.6	0
